Screens as filed in PubChem.
TSG101-PTAP inh = blocks PTAP/TSG101 interaction to inhibit HIV-1 budding; Q99816; Fluorescence polarization, FITC-PTAP peptide / Tsg101 binding; Potency, µM (highest dose often 115 µM), for inactives: at the highest dose activity change, negative = inhibition, most hits filed as inhibitors; 340,000 tested, under 10 active; AID 493005; active = well fitted inhibition curve with a large enough effect in the main read-out, with a control signal flat, not every such curve was filed as active; inconclusive = small, poorly fitted or top-dose-only effect, or effect the other way, or a change in a side signal; inactive = no such curve, though single readings can be large or run the other way; note: potency is the fitted concentration of half-maximal effect; % of control where 0% means no effect
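Fluorescence polarization binding of Tsg101 binding domain (10 uM final) to FITC-labeled PTAP peptide (50 nM final) in HEPES pH 7.5 buffer with NaCl, Tween 20, EDTA, TCEP. Compounds added before peptide; binding 20 min at RT.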
BRCA1 expr up = BRCA1 expression activation | Potency, µM (series often up to 46.1 µM), inactives show at the highest dose activation, most hits filed as activators | MCF7-BRCA1-FFLuc reporter, luminescence, 48 h; response scale: scaled: vehicle 0%, 10 µM genistein 100% | 1.1% of 380,000 active; note: potency is the fitted concentration of half-maximal effect; nearly all actives have a fitted effect of over 80% in size; some results filed as inactive show a strong effect at the top dose
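First, MCF7-BRCA1-FFLuc cells (2000/well) attach for 2 h; next, compounds are pin-added and incubated 48 h at 37 °C; finally, luciferase reagent is added and luminescence read after 15 min.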
ELG1 genotoxic = genotoxicity induction in ELG1-luciferase HEK293T cells. HEK293T ELG1-luciferase reporter, luminescence, 16 h. Potency, µM (highest dose often 46 µM), for inactives: at the highest dose activity change, positive = activation, usual class: activators. 1.3% of 330,000 active. AID 504466; note: potency is the fitted concentration of half-maximal effect; % of control where 0% means no effect; nearly all actives have a fitted effect of over 60% in size
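Reporter readout depends on ELG1 protein level, which increases with genetic stress. After 16 hr compound exposure at 37 °C, luciferase activity was quantified using ONE-Glo.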
S-ASM inh = inhibitors of human secretory acid sphingomyelinase. P17405. placental ASM, HMU-PC fluorogenic substrate, 60 min. Potency, µM (top dose mostly 57.5 µM), without a hit: at the top dose activity change, negative = inhibition, actives largely listed as inhibitors. 0.006% of 340,000 active; note: potency is the fitted concentration of half-maximal effect
Target sequence (P17405 47-631 limits assumed): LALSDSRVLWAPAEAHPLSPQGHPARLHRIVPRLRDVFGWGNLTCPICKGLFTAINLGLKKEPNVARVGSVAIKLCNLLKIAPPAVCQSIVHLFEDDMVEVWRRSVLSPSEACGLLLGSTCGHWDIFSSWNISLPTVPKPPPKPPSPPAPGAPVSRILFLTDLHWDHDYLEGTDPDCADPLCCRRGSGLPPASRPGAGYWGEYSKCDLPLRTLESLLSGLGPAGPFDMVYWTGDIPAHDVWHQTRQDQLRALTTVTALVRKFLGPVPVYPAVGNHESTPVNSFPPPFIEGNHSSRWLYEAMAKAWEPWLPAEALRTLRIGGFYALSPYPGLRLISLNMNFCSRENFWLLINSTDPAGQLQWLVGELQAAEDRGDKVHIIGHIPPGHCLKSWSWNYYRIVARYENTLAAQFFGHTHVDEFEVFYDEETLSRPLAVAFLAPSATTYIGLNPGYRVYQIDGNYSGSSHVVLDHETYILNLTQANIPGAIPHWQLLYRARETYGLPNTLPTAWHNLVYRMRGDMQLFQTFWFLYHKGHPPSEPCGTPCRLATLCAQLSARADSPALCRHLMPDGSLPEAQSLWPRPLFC
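Fluorogenic HMU-PC substrate (9 uM final) is turned over by placental ASM in 60 min at 37 C after a 10 min compound preincubation. Reaction ended by alkaline stop (pH 10), with fluorescence read at 386/447 nm.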
USP2a block = blocks human ubiquitin-specific protease USP2a | 0.01% of 330,000 active | USP2 core, Ub-CHOP2 coupled fluorogenic reporter, 485/531 | O75604 | Potency, µM (highest dose often 38.3 µM), inactives show top-dose activity change, negative = inhibition, most hits filed as inhibitors;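 note: potency is the fitted concentration of half-maximal effect; plate controls were DMSO wells for no effect and full inhibition by NEM control for full effect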
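USP2 core (10nM final) preincubated 30min RT with compound in 20mM Tris-HCl pH 8.0, 2mM CaCl2, 2mM beta-mercaptoethanol, 0.05% CHAPS; 25nM Ub-CHOP2 plus 25nM reporter substrate added, fluorescence (Ex485/Em531) read after 60min.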
TRPV1 agonist = human TRPV1 agonism; activation, % at 8.33 µM; AID 540275; 0.19% of 320,000 active; Q8NER1; TRPV1-expressing cells, Fluo-8 calcium influx, agonist mode; in the data active = activation above about 80%; inconclusive = between about 30% and that limit; note: 0% is about no effect
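TRPV1-expressing cells were cultured overnight at 35.5C and loaded with Fluo-8 calcium dye for 40 to 90 min at room temperature. After a 10 s baseline, compound was added and calcium influx was read kinetically for 3 min (ex 480/em 520 nm).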
Eya2 inh = inhibitors of human Eya2 phosphatase activity; AID 488837; O00167; 0.006% of 330,000 active; recombinant Eya2, OMFP fluorescence dephosphorylation (OMFP is methylfluorescein phosphate); Potency, µM (highest dose often 76.9 µM), without a hit: at the top dose activity, negative = inhibition, actives largely listed as inhibitors; note: potency is the fitted concentration of half-maximal effect; % is set by controls: 0 for no effect and ±100 for the full control effect
Target sequence (O00167 whole entry, looked up): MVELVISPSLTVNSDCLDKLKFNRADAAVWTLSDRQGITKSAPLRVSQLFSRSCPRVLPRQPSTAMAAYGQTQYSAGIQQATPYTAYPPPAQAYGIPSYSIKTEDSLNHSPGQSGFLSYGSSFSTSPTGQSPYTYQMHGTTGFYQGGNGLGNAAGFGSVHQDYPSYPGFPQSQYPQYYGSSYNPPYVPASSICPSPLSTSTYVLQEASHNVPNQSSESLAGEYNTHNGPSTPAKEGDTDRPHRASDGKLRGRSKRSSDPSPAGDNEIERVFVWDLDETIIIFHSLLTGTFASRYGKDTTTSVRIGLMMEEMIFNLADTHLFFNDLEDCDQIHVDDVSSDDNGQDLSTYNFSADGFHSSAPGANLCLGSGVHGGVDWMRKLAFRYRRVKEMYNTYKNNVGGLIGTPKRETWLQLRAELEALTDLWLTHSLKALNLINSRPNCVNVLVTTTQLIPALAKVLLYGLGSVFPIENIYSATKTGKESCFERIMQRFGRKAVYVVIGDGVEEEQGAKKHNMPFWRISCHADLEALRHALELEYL
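Eya2 (0.2 uM) preincubated 10 min at ambient with compound, then OMFP substrate added at 50 uM; 10 min reaction in 50 mM HEPES pH 7.5, 50 mM NaCl, 5 uM MgCl2, 0.05% BSA, 1 mM DTT. Fluorescence read at Ex 485/Em 525 nm.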
uPA surface inh = blocks generation of uPA at the cell surface; cell surface uPA generation assay, qHTS; Potency, µM (highest dose often 38.3 µM), for the others: at the top dose activity change, negative = inhibition, most hits filed as inhibitors; 0.31% of 330,000 active; AID 540303; active = well fitted inhibition curve with a large enough effect; inconclusive = small, poorly fitted or top-dose-only effect; inactive = no such curve, though single readings can be large or run the other way; tested in mouse RAW 264.7 cells; note: potency is the fitted concentration of half-maximal effect; % is set by controls: 0 for no effect and ±100 for the full control effect; nearly all actives have a fitted effect of over 55% in size
a7 integrin act = integrin-mediated muscular dystrophy alleviation activation | alpha7betagal myoblasts, beta-gal FDG fluorescence, 48 h | Potency, µM (titrated, usually from 38.3 µM), for the others: at the top dose activation, usual class: activators | 0.064% of 350,000 active | AID 624291;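 note: potency is the fitted concentration of half-maximal effect; 100% = response of the positive control SU9516; nearly all actives have a fitted effect of over 60% in size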
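alpha7betagal+/- myoblasts (passage 13, 250/well) treated 48 h at 37C with compounds at 1:260 dilution of DMSO stock. Lysed, then beta-galactosidase activity read as FDG fluorescence (ex 480/em 540) after 30 min, with pre-read for autofluorescence.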
B2AR arrestin = agonists driving beta-arrestin recruitment to human beta2-adrenergic receptor | 0.02% of 330,000 active | Potency, µM (highest dose often 46.1 µM), for the others: at the top dose activation, most hits filed as activators | P07550 | AID 492947 | beta-arrestin recruitment to beta2AR, cell-based reporter;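 note: potency is the fitted concentration of half-maximal effect; 0% = DMSO controls and full agonism = EC100 isoproterenol or metaproterenol; nearly all actives have a fitted effect of over 65% in size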
p53 reactivation = re-activators of mutant p53 | H1299 p53-A138V BP100-luciferase reporter, luminescence, 24 h | Potency, µM (top dose mostly 92.2 µM), for the others: at the highest dose activity change, positive = activation, usual class: activators | 0.063% of 320,000 active; note: potency is the fitted concentration of half-maximal effect; % of control where 0% means no effect; nearly all actives have a fitted effect of over 45% in size
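p53-null H1299 cells stably carrying temperature-sensitive p53-A138V and a BP100-luciferase reporter were pinned with compounds (4-point, 1:5 series) and held 24 hrs at 37 deg C. Luminescence was read 10 min after detection reagent.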
Active calls of the source: *; ? = inconclusive; . = no result given; & = joins results of further samples; [ ] = dose if it differs, or a comment. Unless noted, calls come from the whole dose curve; as a rule, active = well fitted curve in the direction sought with a large enough effect; inconclusive = small, poorly fitted or top-dose-only effect, or another doubt; inactive = no such curve, though single readings can be large; an effect the other way counts as inactive or inconclusive.

#	SMILES	TSG101-PTAP inh	BRCA1 expr up	ELG1 genotoxic	S-ASM inh	USP2a block	TRPV1 agonist
1	COc1ccc(F)cc1S(=O)(=O)n1nnc2ccccc21	-3%	-20%	-10%	-5%	1%	0
2	Cn1nc(C(=O)N2CCN(c3ccc(F)cc3)CC2)c2c1-c1ccccc1S(=O)(=O)C2	-2%	-21%	-6%	0%	3%	2
3	O=C(CN1CCC(NC(=O)C2CCCCC2)CC1)Nc1ccccc1	1%	1%	.	3%	.	.
4	CCOc1cc(/C=C(\C#N)C(N)=O)ccc1OCc1c(C)no[n+]1[O-]	-4%	-3%	1%	-1%	2%	-1
5	CCOC(=O)N1CCC(NC(=O)CCC(=O)N2CC(C)Oc3ccc(C)cc32)CC1 (stereo unspecified)	0%	5%	4%	4%	2%	-3
6	COc1ccc(NS(=O)(=O)c2cccc(C(=O)NNC(=O)CNC(=O)c3ccc(C)cc3)c2)cc1	2%	0%	0%	0%	1%	0
7	CC(=O)Nc1cccc(NC(=O)c2ccc3[nH]c(C)c(C)c3c2)c1	2%	10µM*	8%	0%	1%	-1
8	COc1cc(C(=O)Nc2nc3ccccc3[nH]2)ccc1OC(F)F	-6%	?	?	-2%	3%	1
9	COc1ccc(-n2ncc3c2CC(C)(C)CC3NC(=O)CCn2nc(C)cc2C)cc1 (stereo unspecified)	-1%	8%	-1%	1%	1%	-1
10	CCN(CC)C(=O)c1csc(Nc2cccc3ccccc23)n1	0%	-15%	-9%	3%	5%	5

#	Eya2 inh	uPA surface inh	a7 integrin act	B2AR arrestin	p53 reactivation
1	8%	0%	-8%	0.0%	-2%
2	3%	-1%	-31%	0.1%	-8%
3	.	-4%	-8%	.	.
4	-16%	8%	-36%	-0.2%	6%
5	5%	-1%	-2%	-0.7%	-6%
6	-2%	23%	-2%	-1.7%	-2%
7	-7%	.	0%	-0.1%	13%
8	21%	-12%	-29%	-0.4%	6%
9	-18%	3%	-34%	0.3%	-2%
10	8%	3%	16%	9.7%	-5%

More compounds follow:
#	SMILES	TSG101-PTAP inh	BRCA1 expr up	ELG1 genotoxic	S-ASM inh	USP2a block	TRPV1 agonist
11	CC(C)c1cc(N2CCN(C(=O)c3ccco3)CC2)n2c(nc3ccccc32)c1C#N	-6%	-30%	-7%	.	2%	5
12	CC(=O)N1c2ccc(S(=O)(=O)N3CCC(C(=O)Nc4ccc(F)cc4)CC3)cc2CC1C (stereo unspecified)	-4%	-11%	-8%	-1%	0%	3
13	Cc1cccc(N2CCN(C(=O)C3CCC(CNS(=O)(=O)c4cccs4)CC3)CC2)c1C (stereo unspecified)	-6%	-76%	-6%	-5%[11.5 µM]	-1%	-1
14	O=C(NC1CCN(Cc2ccccc2)CC1)c1ccccc1Cl	-2%	-2%	3%	-4%	1%	4
15	C[C@@H](NC(=O)c1nc[nH]c1C(=O)N[C@@H](Cc1ccccc1)C(=O)OCc1ccccc1)c1ccccc1	2%	-5%	-3%	-3%	1%	0
16	Cc1ccc2c(nc3s/c(=C\c4ccc(-c5ccccc5C(=O)O)o4)c(=O)n32)c1C	?	14%	0%	-5%	9%	?
17	COc1ccccc1C(=O)NC(=O)COC(=O)Cn1[nH]c(=O)c2ccccc2c1=O	-1%	-2%	-10%	-4%	1%	-2
18	CS(=O)(=O)c1nc(-c2ccco2)cc(C(F)(F)F)n1	.	.	-1%	.	1%	-2
19	COc1ccc(C/C(N)=N/O)cc1	0%	-7%	-2%	1%	0%	-1
20	CC1CN(C(=O)Cn2cc(S(=O)(=O)CC(=O)N3CCOCC3)c3ccccc32)CC(C)O1 (stereo unspecified)	-4%	-11%	-1%	1%	1%	-4

#	Eya2 inh	uPA surface inh	a7 integrin act	B2AR arrestin	p53 reactivation
11	-13%	12%	15%	-0.1%	1%
12	-15%	-5%	-56%[inhibitor]	0.1%	-11%
13	-5%	-14%	-58%[inhibitor]	-1.0%	1%
14	12%	12%	28%	-0.7%	.
15	-6%	3%	-29%	-0.9%	-4%
16	4%	1%	-12%	-0.5%	1%
17	4%	2%	-8%	-0.2%	5%
18	-23%	.	.	-0.2%	-52%[inhibitor]
19	1%	-2%	3%	-2.9%	-3%
20	0%	4%	15%	-1.1%	-3%

Some of these compounds in order of heavy-atom count, largest number first.
#	SMILES	TSG101-PTAP inh	BRCA1 expr up	ELG1 genotoxic	S-ASM inh	USP2a block	TRPV1 agonist
6	COc1ccc(NS(=O)(=O)c2cccc(C(=O)NNC(=O)CNC(=O)c3ccc(C)cc3)c2)cc1	2%	0%	0%	0%	1%	0
9	COc1ccc(-n2ncc3c2CC(C)(C)CC3NC(=O)CCn2nc(C)cc2C)cc1 (stereo unspecified)	-1%	8%	-1%	1%	1%	-1
4	CCOc1cc(/C=C(\C#N)C(N)=O)ccc1OCc1c(C)no[n+]1[O-]	-4%	-3%	1%	-1%	2%	-1
14	O=C(NC1CCN(Cc2ccccc2)CC1)c1ccccc1Cl	-2%	-2%	3%	-4%	1%	4

#	Eya2 inh	uPA surface inh	a7 integrin act	B2AR arrestin	p53 reactivation
6	-2%	23%	-2%	-1.7%	-2%
9	-18%	3%	-34%	0.3%	-2%
4	-16%	8%	-36%	-0.2%	6%
14	12%	12%	28%	-0.7%	.

Continuation:
#	SMILES	TSG101-PTAP inh	BRCA1 expr up	ELG1 genotoxic	S-ASM inh	USP2a block	TRPV1 agonist
21	Nc1nc(SCc2ccccc2)c2[nH]cnc2n1	-4%	0%&16%	7%	-1%	5%	1
22	CC(C)Oc1ccc(/C(O)=C2/C(=O)C(=O)N(CCN3CCNCC3)C2c2cccc([N+](=O)[O-])c2)cc1 (stereo unspecified)	0%	-11%	-5%	2%	0%	1
23	COCCCNC(=S)Nc1cc2oc3ccccc3c2cc1OC	-1%	0%	0%	-4%	3%	6
24	CCN(Cc1ccncc1)C(=O)CCc1nnc(CCc2ccccc2OC)o1	-2%	-8%	0%	-2%	-2%	-2
25	COc1ccc(CCN(C)C(=O)c2ccc(OCC(=O)N3CCOCC3)c(OC)c2)cc1OC	1%	27%	-1%	.	-4%	-1
26	CCC(=O)Nc1cccc(C(=O)N(Cc2ccccc2)Cc2ccccc2)c1	-5%	4%	-8%	-1%	-1%	22
27	CN1CCN(CCCNC(=O)C2CCN(c3nnc(-n4cccc4)s3)CC2)CC1	-2%	-2%	1%	3%	0%	0
28	O=C(NCc1ccccc1Br)C1CCCO1 (stereo unspecified)	-3%	-1%	2%	4%	-1%	-1
29	C=C(CC[C@@H](O)C(C)(C)O)[C@H]1CC[C@]2(C)[C@@H]1CCC1[C@@]3(C)CCC(=O)C(C)(C)C3CC[C@]12C (stereo partly specified)	-3%	0%	-1%	0%	5%	.
30	CCCCNc1c(-c2ccc(OC)c(SC(C)CC)c2)nc2ccc(Cl)cn12 (stereo unspecified)	1%	-31%	-2%	33%	1%	.

#	Eya2 inh	uPA surface inh	a7 integrin act	B2AR arrestin	p53 reactivation
21	4%	6%	?	-0.6%	4%
22	-6%	2%	14%	-0.1%	.
23	-10%	-14%	4%	-0.3%	-3%
24	7%	1%	-10%	-0.2%	-4%
25	-3%	-1%	15%	-0.5%	-4%
26	-8%	-12%	9%	-0.2%	3%
27	0%	1%	-7%	-0.5%	-1%
28	-7%	-6%	-20%	0.4%	7%
29	22%	0%	15%	0.2%	2%
30	?	1%	2%	-0.1%	2%

Next records follow:
#	SMILES	TSG101-PTAP inh	BRCA1 expr up	ELG1 genotoxic	S-ASM inh	USP2a block	TRPV1 agonist
31	COc1ccc(-c2nc(CS(=O)CC(=O)NCc3ccccn3)c(C)o2)cc1 (stereo unspecified)	-12%	-2%	-1%	6%	2%	0
32	O=C(N/N=C/C(Cl)=C\c1ccccc1)c1ccco1	3%	?	?	-4%	-2%	26
33	N#CCCS(=O)(=O)c1ccc(N)cc1	-4%	7%	0%	3%	-3%	0
34	CCOC(=O)c1cnc2c(cnn2C)c1NCc1ccc(OC)cc1	-7%	27%	2%	-3%	2%	-1
35	COC(=O)c1sccc1NC(=O)CC1NCCNC1=O (stereo unspecified)	-1%	8%	-3%	5%	0%	-3
36	COc1ccc(N(CC(=O)NCc2ccc3c(c2)OCO3)C(=O)CCC(=O)Nc2ccccn2)cc1	1%	-9%	2%	6%	3%	2

#	Eya2 inh	uPA surface inh	a7 integrin act	B2AR arrestin	p53 reactivation
31	-26%	-20%	-4%	-0.5%	-2%
32	5%	-6%	-24%	0.2%	?
33	0%	-7%	?	0.3%	19%
34	-13%	-10%	0%	-0.2%	-2%
35	-6%	-4%	0%	0.3%	-1%
36	-2%	3%	13%	-0.2%	-2%

No enrichment for hits; 2.6% or so of the library scored in one or more.
